EBI2 block: EBI2 (human) antagonism | P32249 | EBI2 beta-arrestin recruitment, luminescence, 7a,25-OHC stimulated | inhibition, % at 5 µM | actives 0.81% (n = 360,000); in the data active means inhibition above about 38%;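 further: enzyme fragment complementation signal reports receptor beta-arrestin coupling in cells; 0% = agonist plus DMSO wells and 100% = wells without agonist; some results beyond the cut were filed as inactive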
Target sequence (P32249 whole entry, looked up, the tested form may be a part): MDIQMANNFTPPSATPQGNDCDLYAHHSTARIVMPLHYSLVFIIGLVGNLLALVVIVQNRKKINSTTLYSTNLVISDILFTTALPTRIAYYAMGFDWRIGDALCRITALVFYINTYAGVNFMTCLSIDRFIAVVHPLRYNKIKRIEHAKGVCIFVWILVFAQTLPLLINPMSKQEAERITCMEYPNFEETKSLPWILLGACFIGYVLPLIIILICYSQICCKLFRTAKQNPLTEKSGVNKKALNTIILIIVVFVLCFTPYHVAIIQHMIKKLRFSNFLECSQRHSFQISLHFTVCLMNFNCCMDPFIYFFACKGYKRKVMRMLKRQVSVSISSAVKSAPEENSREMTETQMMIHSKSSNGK
697 NFkB inh: lowers PMA/ionomycin-induced NF-kB signal in 697 B cells | actives 0.33% (n = 330,000) | AID 435022 | inhibition, % at 4 µM | 697 B-cell NF-kB luciferase reporter, 16 h; in the data active means inhibition above about 35%
CCR6 antagonist: antagonists of human CCR6 receptor. P51684. CHO-K1 CCR6 PathHunter beta-arrestin, luminescence, CCL20-stimulated. inhibition, % at 20 µM. actives 0.49% (n = 340,000);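 active means compounds whose inhibition of the agonist-driven luminescence signal at 20 µM reaches about 50%, limit read from the data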;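 further: cells stimulated with CCL20 at 14 nM final; plate controls were DMSO with CCL20 for no effect and DMSO without agonist for full effect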
Jurkat NFkB inh: lowers PMA/ionomycin-induced NF-kB signal in Jurkat cells. PMA/ionomycin-induced NF-kB luciferase reporter, luminescence. inhibition, % at 4 µM. actives 0.53% (n = 330,000). AID 435003; in the data active means inhibition above about 50%
APJ antagonist: blocks the human apelin receptor APJ; actives 0.32% (n = 330,000); P35414; CHO-K1 APJ beta-arrestin complementation, luminescence; inhibition, % at 20 µM;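 active means inhibition above about 40% at 20 µM, limit read from the data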;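 further: cells challenged with 10 nM apelin-13 agonist together with compound; plate controls were apelin-13 plus DMSO wells for no effect and DMSO wells lacking apelin-13 for full effect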
CXCR6 block: blocks human CXCR6 beta-arrestin recruitment; CHO-K1 PathHunter CXCR6 beta-arrestin, luminescence; inhibition, % at 20 µM; actives 0.36% (n = 360,000); AID 602244; in the data active means inhibition above about 34%, passing the limit was not always enough;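 further: antagonist mode with CXCL16 agonist at 10 nM final; 0% = 10 nM CXCL16 with DMSO and 100% = unstimulated wells without agonist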
Target sequence (O00574 whole entry, looked up): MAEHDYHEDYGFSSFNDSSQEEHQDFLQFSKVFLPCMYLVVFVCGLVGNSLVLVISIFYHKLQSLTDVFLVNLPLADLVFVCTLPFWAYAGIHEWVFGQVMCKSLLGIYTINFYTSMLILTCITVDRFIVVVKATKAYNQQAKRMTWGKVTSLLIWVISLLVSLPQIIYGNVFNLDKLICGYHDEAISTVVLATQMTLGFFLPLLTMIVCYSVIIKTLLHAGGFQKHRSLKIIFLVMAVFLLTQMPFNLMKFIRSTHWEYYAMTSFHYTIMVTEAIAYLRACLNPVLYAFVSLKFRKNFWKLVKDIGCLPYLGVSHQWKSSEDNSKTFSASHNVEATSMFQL
Gli-Sufu block: antagonists of Gli-Sufu signaling; Sufu-KO-LIGHT fibroblasts, Gli luciferase reporter luminescence; inhibition, % at 5 µM; actives 0.74% (n = 340,000); AID 588413;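 active means inhibition above about 55%, limit read from the data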;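 further: 0% = DMSO-treated cells and 100% = wells with medium but no cells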
UBC13 polyUb: blocks human UBC13 polyubiquitin chain formation; P61088; TR-FRET; inhibition, % at 20 µM; actives 0.47% (n = 330,000); AID 485273; in the data active means inhibition above about 45%, passing the limit was not always enough
Target sequence (P61088 whole entry, looked up): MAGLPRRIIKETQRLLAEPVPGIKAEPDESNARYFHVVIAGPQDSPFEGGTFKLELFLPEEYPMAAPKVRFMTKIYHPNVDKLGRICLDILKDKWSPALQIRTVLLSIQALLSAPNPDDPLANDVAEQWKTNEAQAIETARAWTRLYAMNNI
* hit, by the source's call; . = no result given.

SMILES,EBI2 block,697 NFkB inh,CCR6 antagonist,Jurkat NFkB inh,APJ antagonist,CXCR6 block,Gli-Sufu block,UBC13 polyUb
CCOC(=O)C(NCCc1ccc(F)cc1)(NC(=O)CC)C(F)(F)F (centres undefined),-5.9,7.1,6.4,-5.5,6.6,3.9,7.6,-0.9
COC(=O)C(=C/C=C/N1CCOCC1)C(=O)OC,.,13.3,.,-3.8,-19.0,.,.,-9.3
CN(C)S(=O)(=O)c1ccc2c(c1)nc(CCC(=O)NCC1CCCCC1)n2C,-5.2,7.2,7.7,7.1,0.2,-3.4,6.0,0.2
COc1ccccc1OCCNC(=O)C(CCSC)NC(=O)c1ccccc1Cl (centres undefined),-16.8,8.3,4.1,-27.6,7.9,0.4,-0.6,-4.4
O=C(c1ccccc1)c1ccccc1C(=O)N1CCN(Cc2ccccc2F)CC1,16.6,4.5,2.5,2.6,22.6,-1.5,1.8,-2.0
COc1cc2[nH]c(=O)n(Cc3ccc(C(=O)N4CCC(N5CCCCC5)CC4)cc3)c(=O)c2cc1OC,-1.1,-14.3,-10.8,-0.6,5.1,-6.6,2.5,11.2
O=c1[nH]c2cc3c(cc2cc1CN(Cc1ccccc1)Cc1nnnn1Cc1ccco1)OCCO3,-3.1,.,5.5,.,.,-2.1,5.4,.
Cn1c(Cc2ccccc2)nnc1SCC(=O)N1CCOCC1,-7.2,-2.9,-9.4,2.3,-10.2,3.2,1.2,-7.4
Cn1c(C(=O)NCc2cccnc2)cc2sc(Cl)cc21,6.2,17.3,-3.2,4.0,-0.6,-1.1,-4.0,12.5
O=C(CN1CCCCCC1)Nc1ccc(F)c(F)c1,-20.9,4.5,11.1,-14.1,-0.3,-2.5,-11.3,2.7
CC(Oc1ccccc1F)C(=O)NNC(=O)CCS(=O)(=O)c1ccccc1Cl (centres undefined),-10.4,12.1,-3.9,0.8,5.6,7.7,-11.0,2.4
Cc1nccc(-c2cccc(NC(=O)Nc3ccc(Cl)cc3)c2)n1,8.4,3.1,8.6,-3.3,9.2,-17.0,-7.3,10.4
COCCNC(=O)C1c2ccccc2C(=O)N(CCOC)C1c1ccc(F)cc1 (centres undefined),4.2,4.7,3.2,2.1,9.5,-3.8,0.9,-2.8
C[C@H](CO)N1C[C@H](C)[C@@H](CN(C)C(=O)NC2CCCCC2)Oc2c(NS(=O)(=O)c3cccs3)cccc2C1=O,-9.4,20.2,12.1,-2.9,-2.0,-1.5,-9.3,9.3
CC(OC(=O)c1ccccc1C(=O)N(C)c1ccccc1)C(=O)Nc1ccccc1[N+](=O)[O-] (centres undefined),3.8,2.9,3.3,7.8,-28.3,3.4,-13.8,-0.7
CC(=O)Nc1ccc(S(=O)(=O)N2CCC3(CC2)CC(=O)c2ccccc2O3)cc1,4.4,11.1,7.5,-4.1,-15.7,-23.4,-3.3,10.3
O=C(COC(=O)c1ncc(Cl)c(Cl)c1Cl)NC(=O)c1ccccc1,-1.8,-12.0,1.0,2.7,10.9,-0.9,5.3,-3.1
O=C(NCCN1CCOCC1)Nc1cccc(Cl)c1,-8.7,3.5,-1.3,-6.1,-4.2,-3.7,-1.9,-0.6
Cc1ccc(C(=O)Nc2nnc(C)s2)o1,-8.4,20.2,-6.8,7.8,4.0,0.3,-0.4,7.2
COc1ccc(OC)c(NC(=O)CCCN2C(=O)C3C4C=CC(C4)C3C2=O)c1 (centres undefined),-11.1,9.0,1.1,-4.8,3.0,1.4,2.6,-13.3
COc1ccc2nc(CCN(C)C(=O)C3CCC(=O)N(Cc4cccc(F)c4)C3)[nH]c2c1 (centres undefined),-10.7,8.7,0.1,-3.8,10.5,4.7,-27.5,-3.6
CCOC(=O)c1cnc(-n2nc(C)cc2C)nc1Oc1ccccc1F,10.3,-11.5,29.1,3.3,23.6,11.6,-3.0,4.6
CN(C)c1ccc(/C=N/NC(=O)c2cc(-c3ccc4c(c3)OCO4)n[nH]2)cc1,-6.8,-67.9,-6.6,8.4,-8.1,-3.5,-22.8,-4.9
CCN(CC)C(=O)[C@H]1CC(CC(=O)NCCCn2ccnc2)C(=O)N2CCc3c([nH]c4ccc(OC)cc34)[C@]12C (some centres undefined),-9.6,-4.4,10.6,.,.,5.0,-19.8,.

Taken from above.
For CCR6 antagonist, O=C(CN1CCCCCC1)Nc1ccc(F)c(F)c1 shows 11.1
For UBC13 polyUb, C[C@H](CO)N1C[C@H](C)[C@@H](CN(C)C(=O)NC2CCCCC2)Oc2c(NS(=O)(=O)c3cccs3)cccc2C1=O shows 9.3

(further entries)
SMILES,EBI2 block,697 NFkB inh,CCR6 antagonist,Jurkat NFkB inh,APJ antagonist,CXCR6 block,Gli-Sufu block,UBC13 polyUb
CCOc1ccccc1C(=O)NCC(=O)Nc1ccc2c(c1)OCO2,2.1,-3.7,12.4,4.1,5.9,0.9,-9.3,-6.5
Cc1cccc(NS(=O)(=O)c2cccc3nsnc23)c1,0.3,-6.0,6.1,1.1,-5.6,-3.2,-0.1,-6.7
Cc1cc(C)c(N=C2C(=O)Nc3ccccc32)c(C)c1,-8.7,-34.8,15.4,-16.1,27.1,16.5,25.7,-6.2
CC1CC(C)(C)NC(=S)N1CCC(=O)NCc1ccc(Cl)cc1 (centres undefined),3.4,2.1,-13.3,-6.5,-2.3,-3.8,-5.0,-2.5
Cc1ccccc1NS(=O)(=O)c1ccc(C)c(NS(C)(=O)=O)c1C,-8.0,2.4,-0.8,-0.4,-4.1,1.6,3.2,-3.1
O=C(CN1C(=O)c2ccccc2S1(=O)=O)NCc1ccccc1,-2.3,-4.6,2.2,-32.9,-14.0,-6.3,-5.0,0.2
O=C(Nc1ccccc1O)c1ccc2c(c1)C(=O)N(Cc1ccco1)C2=O,11.3,8.5,-0.2,-13.7,-11.7,-6.3,4.3,-7.1
O=C(C1=C[C@H](C2CC2)C[C@H](OCc2ccc(CO)cc2)O1)N1CCN(Cc2ccccc2)CC1,2.0,-6.5,7.5,23.0,14.1,3.4,-5.5,9.6
O=C(Cn1nc(-c2ccccc2)ccc1=O)Nc1ccc(N2CCN(C(=O)c3ccccc3)CC2)cc1,-3.5,-2.9,5.9,12.0,15.9,-3.6,-0.8,18.7
CC1CCCCCCC1OC(=O)c1ccccc1C(=O)O (centres undefined),-4.4,.,-3.2,.,.,-4.7,6.8,.
CCN(CC)S(=O)(=O)c1cc(C(=O)Nc2ccc(Cl)cn2)ccc1C,-1.9,-140.2,13.0,-98.4,11.8,-2.6,-91.2,9.7
CN(CC(=O)N1CCN(c2ccccn2)CC1)S(=O)(=O)c1ccccc1,-5.2,11.8,-8.7,-21.9,1.0,-1.9,-8.1,1.1
CC1(NC(=O)c2cccc(S(=O)(=O)N3CCN(c4ccc(F)cc4)CC3)c2)CCS(=O)(=O)C1 (centres undefined),-4.0,1.4,-1.4,13.6,-2.2,7.1,14.3,0.0
CC(C)CCn1c(Sc2nc3ccccc3o2)nc2c1c(=O)[nH]c(=O)n2C,-6.2,-50.4,20.4,-18.6,4.1,-0.8,22.5,5.9
COc1cc(/C=N/N=C2\CC3CCC2(C)C3(C)C)ccc1O (centres undefined),-2.0,12.9,4.9,0.1,-1.2,3.9,-1.6,-4.6
Cc1cc(NC(=O)CC2CCCC2)n(-c2nc3ccccc3[nH]2)n1,5.4,-11.5,22.3,1.8,13.6,31.4,7.4,0.7
Cc1cnc(C(=O)NCCc2ccc(C(F)(F)F)cc2)cn1,-6.2,5.1,3.5,1.2,16.7,-6.8,7.3,1.4
O=C(COC(=O)C1CC1)NC(=O)c1ccccc1,0.7,17.3,-1.3,10.3,9.0,0.2,-4.6,11.4
COC(=O)c1sc(S(=O)(=O)NC(Cc2ccccc2)C(=O)O)c(C(=O)OC)c1C (centres undefined),3.1,-11.2,10.2,2.6,12.1,2.3,0.4,-11.0
Cc1ccc(S(=O)(=O)NCCC(=O)N2CCCCCCC2)cc1C,6.0,8.2,5.5,13.9,24.1,-1.1,-0.9,-3.8
COc1ccc(NC(=O)Nc2ccc3c(c2)C(=O)N([C@H](C)CO)C[C@H](C)[C@@H](CN(C)S(=O)(=O)c2ccc(F)cc2)O3)cc1,-9.7,7.7,12.6,-21.3,10.8,4.6,33.7,-8.8
Cc1ccccc1C(=O)Nc1ccc(C(=O)O)cc1NC(=O)c1ccccc1C,-13.6,15.0,-5.9,-7.6,8.0,-3.4,-0.5,-1.2
O=C(CSc1ccc2ccccc2n1)N/N=C/c1ccc(O)cc1,25.8,-7.8,13.0,-9.3,11.3,10.2,-1.7,-10.7
Cc1ccc(C)n1-c1c(C(=O)NN)cnn1-c1ccccc1,0.8,4.5,-0.9,-4.5,-34.3,-11.5,-11.1,-4.5

Profiles from above:
O=C(Cn1nc(-c2ccccc2)ccc1=O)Nc1ccc(N2CCN(C(=O)c3ccccc3)CC2)cc1 across the screens: EBI2 block = -3.5; 697 NFkB inh = -2.9; CCR6 antagonist = 5.9; Jurkat NFkB inh = 12.0; APJ antagonist = 15.9; CXCR6 block = -3.6; Gli-Sufu block = -0.8; UBC13 polyUb = 18.7
Cc1cc(NC(=O)CC2CCCC2)n(-c2nc3ccccc3[nH]2)n1 across the screens: EBI2 block = 5.4; 697 NFkB inh = -11.5; CCR6 antagonist = 22.3; Jurkat NFkB inh = 1.8; APJ antagonist = 13.6; CXCR6 block = 31.4; Gli-Sufu block = 7.4; UBC13 polyUb = 0.7

More entries.
SMILES,EBI2 block,697 NFkB inh,CCR6 antagonist,Jurkat NFkB inh,APJ antagonist,CXCR6 block,Gli-Sufu block,UBC13 polyUb
O=[N+]([O-])c1ccc(N2CCN(Cc3ccncc3)CC2)cc1,-3.1,-3.1,9.5,14.8,12.3,-3.6,5.5,-8.2
COc1ccc(NS(=O)(=O)c2ccc(Cl)s2)cn1,2.1,14.3,4.8,10.6,-6.7,-3.5,-2.1,0.1
CCn1c(=O)c2ccccc2n2c(SCC(=O)N3CCCc4ccccc43)nnc12,1.7,14.7,-4.9,0.2,-1.0,7.9,-2.3,-9.0
O=C1C(=O)N(CCCN2CCOCC2)C(c2ccc(Cl)cc2)/C1=C(/O)c1ccc(F)cc1 (centres undefined),-1.5,-21.8,13.2,-1.9,-16.4,-5.4,1.2,-9.1
O=C(NC1CCCC1)C1CCN(C(=O)NCc2ccccc2)CC1,-4.3,4.5,10.9,5.6,1.4,5.3,-0.5,-3.2
CCCc1nnc(SCC(=O)N2CCCC(C)C2)n1CCCOC (centres undefined),-4.3,-5.4,-10.4,-8.2,-2.2,-8.5,-4.6,-8.3
Cc1ccc(NC(=O)NCCCN2CCCC2=O)c(C)c1,-8.8,17.8,2.5,-0.6,-0.3,-2.9,-14.3,8.9
O=C(NC1CCCCC1)C1CCN(c2nccs2)CC1,-1.8,-19.4,-8.9,-0.3,2.6,-3.0,-4.5,-5.2
O=C(Nc1cccc2ncccc12)C12CC3CC(CC(C3)C1)C2,3.5,-24.7,-2.0,0.5,-6.5,-2.5,3.4,-2.9
CN1C(=O)N(C)C2C1N(CN1CCCCC1)C(=O)N2CN1CCCCC1 (centres undefined),2.7,23.6,-9.0,4.8,5.6,-5.8,-4.9,0.7
N#CC(=C1CCCC1)c1nc(-c2ccccc2O)cs1,65.0*,-193.9,16.6,-128.6,-8.6,5.5,2.1,-15.6
Cc1ccccc1C(=O)NCc1ccncc1,4.1,-8.2,18.7,-8.9,11.5,-2.6,0.2,6.0
Cc1cccc(NCN2C(=O)c3ccncc3C2=O)n1,-15.1,2.1,-3.9,6.3,18.2,7.8,31.0,2.8
O=S(=O)(c1cc(Cl)ccc1Cl)N1CCN2CCCC2C1 (centres undefined),5.2,1.1,9.4,3.5,-11.1,4.8,-8.1,-5.2
O=C(c1ccco1)[C@@H]1[C@@H]2C(=O)N(c3ccccc3)C(=O)[C@@H]2C2c3ccccc3C=CN21 (some centres undefined),3.5,13.3,11.8,8.6,0.1,-7.4,3.6,-20.8
COc1cc(-c2nnc(SCC3(c4ccc(Br)cc4)OCCO3)o2)cc(OC)c1OC,33.0,-28.2,7.5,-16.9,2.5,1.0,7.0,-2.3

High-throughput results deposited in PubChem BioAssay by Sanford-Burnham Center for Chemical Genomics.
